# hERG WT inh: inhibitors of human wildtype KCNH2 potassium channel | U2OS, BacMam KCNH2, thallium flux FluxOr; stronger effect = lower value | activity change, % at 1.84 µM | 340,000 tested, 0.37% active;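 active = maximum activity change below -70%; inconclusive = maximum activity change between -70% and -50%; inactive = maximum activity change above -50%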; also: % is scaled to controls: 0 for no effect and ±100 for the full control effect
#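 U2OS cells transduced with wild-type KCNH2 virus are loaded with FluxOr dye for 45 min, and thallium flux is measured in kinetic reads before and after stimulation buffer. Rate constants are normalized to DMSO controls.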
# Menin-MLL TR inh: menin-MLL binding inhibition, Texas Red mutant peptide. Menin + Texas Red MLL mutant peptide, fluorescence polarization. Potency, µM (highest dose often 61.6 µM), inactives show at the top dose FP activity change, negative = inhibition, hits mostly inhibitors. O00255. 270,000 tested, 0.23% active; active = well fitted inhibition curve with a large enough effect in the polarisation, with a control signal flat, not every such curve was filed as active; inconclusive = small, poorly fitted or top-dose-only effect, or effect the other way, or a change in a side signal; inactive = no such curve, though single readings can be large or run the other way; the % refers to the polarisation; also: potency is read from the fitted curve at half-maximal effect; % of control where 0% means no effect; many of its hits are not listed in these tables
# PKM2 activator: PKM2 (human) enzyme activation; P14618; purified PKM2, Kinase-Glo ATP luminescence, activation; response scale: 0% is enzyme alone, no compound; Potency, µM (series often up to 57.5 µM), without a hit: at the highest dose activation, actives largely listed as activators; 260,000 tested, 0.34% active; AID 1631; also: potency is read from the fitted curve at half-maximal effect; % is scaled to controls: 0 for no effect and ±100 for the full control effect; nearly all actives have a fitted effect of over 55% in size
#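 Purified hPK-M2 (>95%) run at intermediate activity with 0.1 mM ADP and 0.5 mM PEP in 50 mM imidazole pH 7.2, KCl, MgCl2; 1 h room temperature. ATP formed read by Kinase-Glo luminescence; normalized to uninhibited and no-enzyme controls.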
# Giardia kill: Giardia lamblia killing; 340,000 tested, 0.15% active; AID 540267; Giardia lamblia trophozoite viability; activity change, % at 7.66 µM, hits read low; in the data active = activity change below about -80%; inconclusive = between about -30% and that limit;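 also: parasites exposed to compound for two days anaerobically before the ATP read; % is scaled to controls: 0 for no effect and ±100 for the full control effect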
#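 Anaerobic 48 hrs incubation at 37 deg C of 100 trophozoites/well with test compounds; ATPLite 1-Step luminescence, 15-30 min RT, reports cellular ATP as viability.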
# Coupling enz: coupling enzyme interference in Giardia aldolase counter-screen. coupling enzyme system counterscreen, AmpLite Red fluorescence. activity change, negative = inhibition, % at 58.2 µM, hits read low. 290,000 tested, 0.67% active; in the data active = activity change below about -30%; also: % is scaled to controls: 0 for no effect and ±100 for the full control effect
#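 Coupling enzymes only (glyceraldehyde-3-phosphate) + compound, at 57.5 uM final, 10 min RT; add substrate/coupling/AmpLite Red mix, 20 min RT; fluorescence ex 525/em 598 nm. Actives flag coupling-system interference.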
# GALK inh: inhibitors of human galactokinase; Purified GALK, Kinase-Glo residual ATP luminescence; AID 1868; Potency, µM (titrated, usually from 57.5 µM), without a hit: at the highest dose activity change, negative = inhibition, usual class: inhibitors; 270,000 tested, 0.007% active; also: potency is read from the fitted curve at half-maximal effect; % is scaled to controls: 0 for no effect and ±100 for the full control effect
#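 ATP-depletion format; final 35 uM ATP, 100 uM D-galactose, 5 nM enzyme; pH 8.0 HEPES/Mg2+ buffer; 60 min RT; luminescence read 10 min after detection reagent.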
# MLL CXXC-DNA inh: inhibitors of human MLL CXXC domain-DNA interaction. Potency, µM (titrated, usually from 115 µM), for inactives: at the highest dose activity change, negative = inhibition, hits mostly inhibitors. AID 2662. MLL-CXXC / FITC-HOXA9 DNA fluorescence polarization. 290,000 tested, 0.037% active. Q03164; active = well fitted inhibition curve with a large enough effect in the polarisation, with a control signal flat, not every such curve was filed as active; inconclusive = small, poorly fitted or top-dose-only effect, or effect the other way, or a change in a side signal; inactive = no such curve, though single readings can be large or run the other way; the % refers to the polarisation; also: potency is read from the fitted curve at half-maximal effect
#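 Purified MLL-CXXC (added from a 7 uM solution) was preincubated 5 min at ambient with pinned compounds in 50 mM Tris-HCl pH 7.5, 50 mM NaCl, 1 mM DTT, 0.05% BSA. Fluorescein-labeled HOX-A9 DNA (50 nM solution) followed, 30 min, then polarization read.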
# B2AR arrestin: agonists driving beta-arrestin recruitment to human beta2-adrenergic receptor | P07550 | beta-arrestin recruitment to beta2AR, cell-based reporter | Potency, µM (top dose mostly 46.1 µM), for the others: top-dose activation, most hits filed as activators | 330,000 tested, 0.02% active | AID 492947;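 also: potency is read from the fitted curve at half-maximal effect; 0% = DMSO controls and full agonism = EC100 isoproterenol or metaproterenol; nearly all actives have a fitted effect of over 65% in size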
# Target sequence (P07550 whole entry, looked up): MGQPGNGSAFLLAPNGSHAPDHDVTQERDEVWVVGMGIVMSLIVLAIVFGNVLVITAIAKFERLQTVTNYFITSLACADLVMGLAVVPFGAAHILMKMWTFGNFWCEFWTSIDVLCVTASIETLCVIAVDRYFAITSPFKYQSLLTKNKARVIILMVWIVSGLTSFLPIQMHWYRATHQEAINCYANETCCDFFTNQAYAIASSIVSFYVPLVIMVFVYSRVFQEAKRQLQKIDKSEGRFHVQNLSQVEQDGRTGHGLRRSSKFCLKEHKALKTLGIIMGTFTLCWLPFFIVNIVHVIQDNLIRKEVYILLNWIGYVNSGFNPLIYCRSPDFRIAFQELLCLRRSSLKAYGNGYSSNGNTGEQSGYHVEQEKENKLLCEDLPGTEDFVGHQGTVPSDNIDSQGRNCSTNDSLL
# TRPV1 agonist: activates the human vanilloid receptor TRPV1; Q8NER1; TRPV1-expressing cells, Fluo-8 calcium influx, agonist mode; activation, % at 8.33 µM; 320,000 tested, 0.19% active; AID 540275; in the data active = activation above about 80%; inconclusive = between about 30% and that limit; also: 0% is about no effect
#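 Cells expressing TRPV1 were dye-loaded with Fluo-8 and read kinetically: 10 s baseline, 3 min after compound (agonist portion), then 2 min after EC20 capsaicin (allosteric enhancer portion). Calcium-bound dye fluorescence at 480/520 nm.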
# USP2a block: inhibitors of human ubiquitin-specific protease USP2a | O75604 | Potency, µM (series often up to 38.3 µM), inactives show at the highest dose activity change, negative = inhibition, actives largely listed as inhibitors | USP2 core, Ub-CHOP2 coupled fluorogenic reporter, 485/531 | 330,000 tested, 0.01% active;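 also: potency is read from the fitted curve at half-maximal effect; plate controls were DMSO wells for no effect and full inhibition by NEM control for full effect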
# Target sequence (O75604 whole entry, looked up): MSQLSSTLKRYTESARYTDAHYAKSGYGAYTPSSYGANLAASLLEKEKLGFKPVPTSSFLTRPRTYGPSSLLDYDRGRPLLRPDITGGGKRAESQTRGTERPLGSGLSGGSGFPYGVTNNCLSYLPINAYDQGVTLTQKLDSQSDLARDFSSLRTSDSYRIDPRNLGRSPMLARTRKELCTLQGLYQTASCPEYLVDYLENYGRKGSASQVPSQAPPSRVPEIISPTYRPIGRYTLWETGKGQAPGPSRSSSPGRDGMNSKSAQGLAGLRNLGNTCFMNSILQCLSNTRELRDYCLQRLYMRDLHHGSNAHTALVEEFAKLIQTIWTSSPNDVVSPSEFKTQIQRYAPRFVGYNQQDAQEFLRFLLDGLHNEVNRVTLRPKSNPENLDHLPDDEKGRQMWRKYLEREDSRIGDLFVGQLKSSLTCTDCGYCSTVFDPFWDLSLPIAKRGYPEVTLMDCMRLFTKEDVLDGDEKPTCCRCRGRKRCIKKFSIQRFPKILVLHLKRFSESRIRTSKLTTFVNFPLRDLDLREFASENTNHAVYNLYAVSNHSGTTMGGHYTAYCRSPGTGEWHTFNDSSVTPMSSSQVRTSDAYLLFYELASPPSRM
#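 USP2 core (10nM final) preincubated 30min RT with compound in 20mM Tris-HCl pH 8.0, 2mM CaCl2, 2mM beta-mercaptoethanol, 0.05% CHAPS; 25nM Ub-CHOP2 plus 25nM reporter substrate added, fluorescence (Ex485/Em531) read after 60min.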
# KCNH2 3.1 block: KCNH2 3.1 (human) potassium channel inhibition; U2OS KCNH2 3.1, thallium flux FluxOr; stronger effect = lower value; activity change, % (tested at about 1.8 µM); 340,000 tested, 0.95% active;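 active = maximum activity change below -70%; inconclusive = maximum activity change from -70% to -50%; inactive = maximum activity change above -50%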;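 also: thallium influx rate constant from kinetic fluorescence after stimulation buffer; % is scaled to controls: 0 for no effect and ±100 for the full control effect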
#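 Thallium flux read-out: FluxOr dye with Red40 quencher in HBSS/HEPES, 45 min at RT. Rate constants from kinetic reads were normalized to positive and negative DMSO controls. Cells: U2OS virally expressing the 3.1 isoform.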
# * hit, by the source's call; ? = inconclusive; . = not tested or not shown; [ ] = remark or other dose. Unless noted, calls follow the shape of the dose curve; as a rule, active = well fitted curve in the direction sought with a large enough effect; inconclusive = small, poorly fitted or top-dose-only effect, or another doubt; inactive = no such curve, though single readings can be large; an effect the other way counts as inactive or inconclusive.
# Below each SMILES: hERG WT inh | Menin-MLL TR inh | PKM2 activator | Giardia kill | Coupling enz | GALK inh | MLL CXXC-DNA inh | B2AR arrestin | TRPV1 agonist | USP2a block | KCNH2 3.1 block
1: Cc1ccc(C)c(NS(=O)(=O)c2cc(C(=O)Nc3ccccc3-c3ccccc3)ccc2C)c1
→ -5.0 | -19.7% | 3.4% | 11.1 | -2.1 | -0.7% | 17.5% | -0.7% | -0.8 | -3.0% | -8.9
2: COc1cccc(NC(=O)CCC(=O)N2CC(C)Oc3ccc(C)cc32)c1 (stereo not given)
→ 3.1 | 2.5% | 3.8% | 8.5 | -1.0 | . | . | 0.0% | ? | 1.0% | -0.4
3: CCCS(=O)(=O)c1nc(S(=O)(=O)c2ccc(C)cc2)c(N2CCC(C(N)=O)CC2)s1
→ 9.3 | 2.3% | . | -2.4 | -1.2 | 2.0% | 1.6% | -0.8% | 0.7 | 3.6% | -0.4
4: COC(=O)c1c(NC(=O)C(=O)N2CCOCC2)sc2c1CCCC2
→ 4.4 | . | . | 4.3 | . | -4.8% | -9.5% | 0.1% | 87.4* | -1.7% | 23.2
5: O=C(Nc1ccccc1Cl)c1ccc2nc(N3CCOCC3)sc2c1
→ -7.3 | 1.8% | -2.7% | 2.7 | -0.4 | . | 26.4% | 0.2% | -3.0 | 1.9% | -20.5
6: Cc1c(Cl)cccc1NC(=O)COC(=O)Cn1cnc2c1c(=O)n(C)c(=O)n2C
→ 12.6 | . | . | -19.6 | . | . | . | -0.2% | -3.5 | 0.2% | -15.5
7: COc1ccc(-c2c(-c3cc(OC)cc(OC)c3)n(C)c3ccc(-c4ccn[nH]4)cc23)cc1
→ -13.5 | . | . | -9.4 | . | . | . | 0.4% | -1.6 | -1.9% | -9.1
8: Cc1nn(Cc2ccc(C(=O)Nc3ccc(C(=O)OC(C)C)cc3)o2)c(C)c1Cl
→ 8.7 | 50.9%[activator] | 1.4% | -7.1 | 2.5 | 0.6% | -6.7% | -0.1% | 21.3 | 3.3% | -9.8
9: C=CCN(CC=C)C(=O)CN1C(=O)NC(C)(c2ccc3cc(OC)ccc3c2)C1=O (stereo not given)
→ 12.1 | ? | . | 2.5 | 5.9 | -0.9% | 4.6% | 0.2% | 1.5 | 3.2% | -29.5
10: Cc1nn(-c2nc3ccccc3s2)c(N)c1-c1ccc(Cl)cc1
→ -6.0 | 5.4% | -12.9% | 16.0 | 0.5 | -2.8% | -0.7% | -0.3% | -4.8 | 3.4% | -12.3
11: CCOc1ccc(-n2nnnc2-c2nc3ccccc3s2)cc1
→ -12.5 | -8.9% | 0.0% | 3.1 | -0.5 | -2.7% | -4.4% | 0.4% | 1.2 | 0.5% | -21.4
12: CC1(C)Cc2c(sc3c2c(=N)n(Cc2ccco2)c(=O)n3CC(=O)Nc2ccccc2)CO1
→ -6.1 | 7.5% | 0.5% | -16.7 | 0.7 | -2.9% | 2.9% | 0.1% | 1.7 | -3.3% | -17.9
13: COc1ccc(C=C2C(=O)c3ccccc3C2=O)cc1O
→ -1.3 | ? | -26.0% | -12.8 | 2.4 | 5.7% | ? | -0.5% | -3.3 | 0.8% | ?
14: CCn1c(Cc2ccccc2)nnc1SCC(=O)NC1CC1
→ -0.8 | -9.2% | 0.7% | -14.4 | -1.4 | 0.3% | 11.1% | -0.4% | 2.1 | 0.2% | 14.3
15: COC(=O)c1ccc(NC(=O)CN2CCCC2)cc1
→ -6.5 | 9.0% | -0.7% | 5.8 | 0.1 | 0.5% | 5.3% | 0.2% | -4.5 | -1.0% | 0.3
16: O=C(c1cnc2n(c1=O)CCS2)N1CCN(C(c2ccccc2)c2ccc(Cl)cc2)CC1 (stereo not given)
→ 7.0 | 1.1%[11.7 µM] | -0.2% | 4.5 | 1.8 | 1.4% | 5.9% | -2.9% | . | 4.4% | 2.3
17: COC(=O)CCC(=O)NC(=S)Nc1ccccc1F
→ -8.0 | 6.5% | -2.3% | 5.3 | 1.9 | 3.3% | 9.9% | 0.0% | 0.0 | 2.2% | 3.7
18: CSCCC(NC(=O)c1ccco1)C(=O)NCc1ccc(F)cc1 (stereo not given)
→ 12.0 | -1.1% | -2.6% | -3.5 | 2.4 | -0.5% | 15.0% | 0.1% | -0.6 | 3.6% | -16.0
19: O=S(=O)([N-]c1nc2ccccc2nc1-n1cc[n+](Cc2ccccc2)c1)c1ccc(Br)cc1
→ 4.3 | . | -0.2% | 5.5 | -1.4 | -1.3% | -29.4% | -0.2% | 2.1 | 0.1% | -21.4
20: Cc1cc(C)c2nc(-c3ccccn3)cc(C(=O)NCc3cc(C)n(C)n3)c2c1
→ 10.2 | 7.3% | -3.1% | -5.8 | 1.3 | 0.0% | -4.6% | -0.2% | 87.5* | 1.7% | 10.9
21: COc1cc(OC)c(OC)cc1CN1CCN(c2ccc(F)cc2)CC1
→ 10.3 | . | 6.2% | 5.8 | 0.6 | -3.0% | -2.4% | 2.5% | 1.7 | 9.2% | -14.2
22: Cc1ccc(C2NC(=O)c3c(sc4c3CCN(C)C4)N2)o1 (stereo not given)
→ -3.8 | 2.4% | 1.0% | 4.3 | -11.0 | 0.3% | 4.1% | -0.1% | 2.5 | 14.5% | 6.1
23: Clc1ccc(Cn2nnc(-c3ccc(CN4CCOCC4)cc3)n2)cc1
→ -4.2 | ? | -2.3% | 1.8 | 3.0 | -1.7% | 2.6% | 0.1% | ? | -2.0% | -3.1
24: CCOC(=O)c1sc2nc(CSc3ccccc3)nc(N3CCC(C(N)=O)CC3)c2c1C
→ -225.5* | 11.6% | 11.9% | -1.3 | 4.3 | -1.3% | 7.3% | -0.1% | -1.9 | -7.7% | -190.5*
25: COc1ccc(/C=C/C(=O)O)cc1S(=O)(=O)NCc1ccccc1
→ -3.4 | . | -3.1% | -1.7 | 1.4 | -4.9% | -2.4% | -0.5% | 0.7 | 10.8% | 1.4
26: COc1ccc(N/C(N)=N/c2nc(CSc3ccc(C)cc3)cc(=O)[nH]2)cc1
→ 1.7 | -0.1% | -3.2% | -2.4 | -1.5 | 4.1% | -0.7% | 0.1% | 4.1 | 0.8% | 3.5
27: CCOC(=O)c1c(C)oc2c1C(=O)c1ccccc1C2=O
→ -0.7 | 0.7% | -12.2% | -81.4* | -42.8* | -1.6% | 10.9% | -0.3% | -2.9 | -0.7% | -23.3
28: CCOc1ccc(C(=O)COC(=O)c2cccc(-n3cnnn3)c2)cc1
→ -13.2 | . | -3.9% | 17.1 | . | -4.0% | 26.2% | 0.2% | -3.3 | 1.6% | -12.7
29: O=C(COC(=O)C1CC1)Nc1ccc([N+](=O)[O-])cc1C(F)(F)F
→ 1.8 | . | . | -0.8 | . | . | . | -0.7% | 0.1 | 3.7% | 18.1
30: CCCN(CC(=O)Nc1ccccc1C)C(=O)c1ccc(S(=O)(=O)N2CCCCCC2)cc1
→ 8.8 | . | -12.5% | 20.9 | . | 1.1% | 1.4% | -0.4% | 2.1 | -1.9% | -11.7
31: Cc1cc(=O)oc(C)c1C(=O)Nc1ccccc1F
→ 0.6 | . | 2.9% | 7.1 | -1.1 | -2.9% | -3.6% | -0.4% | 2.8 | 1.9% | 0.1
32: O=c1[nH]c2ccccc2n2cnnc12
→ -3.5 | 6.0% | 6.0% | -2.9 | 0.4 | -1.7% | 10.8% | 0.2% | -0.7 | 0.8% | 9.4
33: COc1ccc(NC(=O)CN2CCN(C3c4ccccc4-c4ccccc43)CC2)cc1
→ -0.5 | -8.6% | -2.9% | -5.0 | -2.3 | 2.5% | -0.3% | 0.1% | -1.5 | -4.6% | -16.3
34: O=C(CNC(=O)c1ccco1)Nc1cc(Cl)ccc1N1CCOCC1
→ 11.4 | -12.0% | 4.6% | 4.1 | -3.3 | -1.3% | -0.9% | 0.0% | 6.1 | 0.1% | 22.3
35: O=C(CNC(=O)c1ccccc1Br)NNC(=O)c1cccs1
→ 3.0 | . | . | -0.4 | . | . | . | 0.2% | -3.3 | 0.6% | -5.6
36: O=C(c1ccccc1SCc1ccccc1)N1CCCCCC1
→ -10.9 | ? | -5.5% | ? | -1.3 | -0.8% | 40.5%[activator] | 0.4% | 25.6 | 8.9% | 3.0

# Limited to Giardia kill (3 entries from above):
nr	smiles	Giardia kill
32	O=c1[nH]c2ccccc2n2cnnc12	-2.9
33	COc1ccc(NC(=O)CN2CCN(C3c4ccccc4-c4ccccc43)CC2)cc1	-5.0
35	O=C(CNC(=O)c1ccccc1Br)NNC(=O)c1cccs1	-0.4

# The list is partial; count on the stated rates, not on these rows.
